GALK inh = galactokinase (human) inhibition; Purified GALK, Kinase-Glo residual ATP luminescence; 0.007% of 270,000 active; Potency, µM (highest dose often 57.5 µM), for the others: top-dose activity change, negative = inhibition, hits mostly inhibitors; also: potency is read from the fitted curve at half-maximal effect; % is scaled to controls: 0 for no effect and ±100 for the full control effect
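5 nM enzyme, 35 uM ATP, 100 uM galactose, 20 mM HEPES pH8.0, 5 mM MgCl2; 1 h RT; residual ATP by Kinase-Glo Plus luminescence, qHTS format.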
Mito fusion yeast = mitochondrial division inhibition or fusion activation. S. cerevisiae fusion-defective mutant growth rescue, CellTiterGlo 48 h. Potency, µM (titrated, usually from 46.1 µM), for the others: top-dose growth rescue (activation), hits mostly activators. 0.23% of 320,000 active;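 also: potency is read from the fitted curve at half-maximal effect; % of control where 0% means no effect; nearly all actives have a fitted effect of over 45% in size; temperature-sensitive fusion mutants such as fzo1-1 at 37 °C on non-fermentable ethanol glycerol medium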
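Read-out: ATP-based luminescence (CellTiterGlo, 10 min ambient) reporting growth of fusion-defective ts yeast after 48 hours at 37C on glycerol/ethanol YPEG medium in the presence of compound.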
Eya2 inh = blocks the phosphatase activity of human Eya2; O00167; recombinant Eya2, OMFP fluorescence dephosphorylation (OMFP is methylfluorescein phosphate); Potency, µM (top dose mostly 76.9 µM), for inactives: top-dose activity, negative = inhibition, hits mostly inhibitors; 0.006% of 330,000 active; AID 488837; also: potency is read from the fitted curve at half-maximal effect; % is scaled to controls: 0 for no effect and ±100 for the full control effect
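Eya2 protein (added as 0.2 uM solution) was preincubated with compound for 10 min at ambient temperature in 50 mM HEPES pH 7.5, 50 mM NaCl, 5 uM MgCl2, 0.05% BSA, 1 mM DTT. OMFP (added at 50 uM) then reacted 10 min; fluorescence read at 485/525 nm.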
MBNL1 CUG block = blocks human MBNL1 binding to CUG repeat RNA. Q9NR56. TR-FRET MBNL1-His/biotin-(CUG)12 binding, 665/545 ratio. Potency, µM (top dose mostly 57.5 µM), inactives show top-dose activity change, negative = inhibition, usual class: inhibitors. 0.036% of 280,000 active. AID 2675; active = well fitted inhibition curve with a large enough effect in the signal ratio, with a control signal flat, not every such curve was filed as active; inconclusive = small, poorly fitted or top-dose-only effect, or effect the other way, or a change in a side signal; inactive = no such curve, though single readings can be large or run the other way; the % refers to the signal ratio; also: potency is read from the fitted curve at half-maximal effect; % is scaled to controls: 0 for no effect and ±100 for the full control effect
Target sequence (Q9NR56 whole entry, looked up): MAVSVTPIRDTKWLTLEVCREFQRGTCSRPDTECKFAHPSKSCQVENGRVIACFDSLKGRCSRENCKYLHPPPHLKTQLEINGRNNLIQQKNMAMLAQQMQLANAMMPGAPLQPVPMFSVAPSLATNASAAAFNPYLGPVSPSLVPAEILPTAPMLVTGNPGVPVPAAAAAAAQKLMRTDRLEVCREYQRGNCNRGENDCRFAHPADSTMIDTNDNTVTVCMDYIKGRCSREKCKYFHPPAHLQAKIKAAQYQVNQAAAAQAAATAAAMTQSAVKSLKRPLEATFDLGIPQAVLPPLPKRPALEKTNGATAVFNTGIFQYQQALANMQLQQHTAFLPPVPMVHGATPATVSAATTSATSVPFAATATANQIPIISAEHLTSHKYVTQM
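MBNL1-His + Biotin-(CUG)12, cpd titration 92 nM–58 uM; Tb anti-His Ab 0.055 ng/ul, SA-XL665 5 nM (final); 60 min RT; ratiometric 665/545 nm, Ex 340 nm; normalized to buffer and full-complex controls.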
hERG WT inh = blocks the wildtype human KCNH2 potassium channel. 0.37% of 340,000 active. Q12809. activity change, % at 1.84 µM. U2OS, BacMam KCNH2, thallium flux FluxOr; stronger effect = lower value;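 active = maximum activity change below -70%; inconclusive = maximum activity change between -70% and -50%; inactive = maximum activity change above -50%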; also: % is scaled to controls: 0 for no effect and ±100 for the full control effect
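U2OS cells were transduced with wild-type KCNH2 virus (2.03 x 10^8 / mL) for 4 h at room temperature, then cultured overnight at 37 C. Thallium flux was read with FluxOr dye. Rate constants were normalized to DMSO controls.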
TSHR antag = human thyrotropin receptor antagonism; TSHR-expressing cells, TSH-stimulated cAMP HTRF, 2 h; stronger effect = lower value; 0.2% of 330,000 active; P16473; activity change, negative = inhibition, % at 11.5 µM;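 active = activity change below a set negative limit, meaning inhibition stronger than a set level, cut at about -70% in these data; inconclusive = activity change between two set negative limits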; also: % is scaled to controls: 0 for no effect and ±100 for the full control effect
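Antagonism was scored as loss of TSH-driven cAMP in TSHR cells, stimulated with 4nM TSH (EC80) for 2 hours at 37 deg C and detected by homogeneous HTRF competition immunoassay.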
USP2a inh = blocks human ubiquitin-specific protease USP2a. O75604. USP2 core, Ub-CHOP2 coupled fluorogenic reporter, 485/531. Potency, µM (series often up to 38.3 µM), without a hit: at the top dose activity change, negative = inhibition, most hits filed as inhibitors. 0.01% of 330,000 active. AID 463254;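 also: potency is read from the fitted curve at half-maximal effect; plate controls were DMSO wells for no effect and full inhibition by NEM control for full effect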
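USP2 core (10nM final) preincubated 30min RT with compound in 20mM Tris-HCl pH 8.0, 2mM CaCl2, 2mM beta-mercaptoethanol, 0.05% CHAPS; 25nM Ub-CHOP2 plus 25nM reporter substrate added, fluorescence (Ex485/Em531) read after 60min.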
PKM2 activator = activators of human pyruvate kinase M2; purified PKM2, Kinase-Glo ATP luminescence, activation; response scale: 0% is enzyme alone, no compound; Potency, µM (series often up to 57.5 µM), for inactives: at the top dose activation, most hits filed as activators; 0.34% of 260,000 active; also: potency is read from the fitted curve at half-maximal effect; % is scaled to controls: 0 for no effect and ±100 for the full control effect; nearly all actives have a fitted effect of over 55% in size
Target sequence (P14618 whole entry, looked up): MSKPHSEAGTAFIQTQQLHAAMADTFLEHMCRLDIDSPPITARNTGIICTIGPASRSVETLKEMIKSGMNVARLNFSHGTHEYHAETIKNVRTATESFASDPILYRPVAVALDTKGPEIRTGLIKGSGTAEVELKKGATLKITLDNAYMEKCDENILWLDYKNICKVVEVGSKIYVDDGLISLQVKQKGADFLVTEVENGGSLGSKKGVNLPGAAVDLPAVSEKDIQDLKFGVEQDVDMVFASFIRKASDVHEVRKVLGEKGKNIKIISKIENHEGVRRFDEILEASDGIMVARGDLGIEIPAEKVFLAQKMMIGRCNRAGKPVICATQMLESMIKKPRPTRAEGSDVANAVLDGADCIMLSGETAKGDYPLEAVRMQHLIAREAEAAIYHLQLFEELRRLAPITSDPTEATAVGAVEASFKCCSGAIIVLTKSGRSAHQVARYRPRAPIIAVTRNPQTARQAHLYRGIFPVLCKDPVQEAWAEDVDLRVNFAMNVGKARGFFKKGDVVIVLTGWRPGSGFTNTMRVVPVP
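Purified hPK-M2 (>95%) run at intermediate activity with 0.1 mM ADP and 0.5 mM PEP in 50 mM imidazole pH 7.2, KCl, MgCl2; 1 h room temperature. ATP formed read by Kinase-Glo luminescence; normalized to uninhibited and no-enzyme controls.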
Chronic BCR inh = chronic active BCR signaling inhibition; ABC-DLBCL IkBa-CBG/CBR reporter, luminescence ratio, 4 h; Potency, µM (top dose mostly 46.1 µM), inactives show at the highest dose ratio change, negative = lower green/red ratio, usual class: inhibitors; 0.05% of 340,000 active; AID 493014; active = well fitted inhibition curve with a large enough effect in the signal ratio, with a control signal flat, not every such curve was filed as active; inconclusive = small, poorly fitted or top-dose-only effect, or effect the other way, or a change in a side signal; the % refers to the signal ratio;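 also: potency is read from the fitted curve at half-maximal effect; plate controls were basal doxycycline-induced cells for no effect and cells given 10 µM MG132 for full effect; MG132 reads +100%, hits lower the ratio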
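Compounds up to 46 uM were incubated four hours with TMD8 cells whose green CBG68 luciferase is fused to IkappaBalpha; red CBR luminescence normalised the signal, and concentration-effect curves were fitted to fusion, red and ratio data.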
ASM inhibitor = blocks human secretory acid sphingomyelinase; P17405; placental ASM, HMU-PC fluorogenic substrate, 60 min; Potency, µM (series often up to 57.5 µM), for the others: at the top dose activity change, negative = inhibition, most hits filed as inhibitors; 0.006% of 340,000 active; also: potency is read from the fitted curve at half-maximal effect
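Fluorogenic HMU-PC substrate (9 uM final) is turned over by placental ASM in 60 min at 37 C after a 10 min compound preincubation. Reaction ended by alkaline stop (pH 10), with fluorescence read at 386/447 nm.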
Menin-MLL TR inh = displaces Texas Red mutant MLL peptide from human menin. Menin + Texas Red MLL mutant peptide, fluorescence polarization. AID 1768. Potency, µM (series often up to 61.6 µM), for inactives: at the highest dose FP activity change, negative = inhibition, usual class: inhibitors. O00255. 0.23% of 270,000 active; active = well fitted inhibition curve with a large enough effect in the polarisation, with a control signal flat, not every such curve was filed as active; inconclusive = small, poorly fitted or top-dose-only effect, or effect the other way, or a change in a side signal; inactive = no such curve, though single readings can be large or run the other way; the % refers to the polarisation; also: potency is read from the fitted curve at half-maximal effect; % of control where 0% means no effect; many of its hits are not listed in these tables
An asterisk follows results filed as active; ? = inconclusive; . = no result given; & = joins results of further samples; [ ] = dose if it differs, or a comment. Unless noted, calls follow the shape of the dose curve; as a rule, active = well fitted curve in the direction sought with a large enough effect; inconclusive = small, poorly fitted or top-dose-only effect, or another doubt; inactive = no such curve, though single readings can be large; an effect the other way counts as inactive or inconclusive. These rows are one share of the data. The share of hits here may be higher or lower than overall.

SMILES	GALK inh	Mito fusion yeast	Eya2 inh	MBNL1 CUG block	hERG WT inh	TSHR antag	USP2a inh	PKM2 activator	Chronic BCR inh	ASM inhibitor	Menin-MLL TR inh
COc1ccc2cc(OCC(=O)NNC(=O)Nc3ccc(OC)c(OC)c3)ccc2c1	1%	1%	-3%	14%	-1	-11	3%	0%	?	8%	.
O=S(=O)(c1ccc(OCC(O)CNCc2ccco2)c(Cl)c1)N1CCOCC1 (stereo unspecified)	1%	0%	-1%	3%	12	21	2%	4µM*	-9%	-2%	-2%
Cc1cc(C)n(CCC(=O)N/N=C/c2ccc(Cl)c([N+](=O)[O-])c2)n1	-2%	2%	?	?	3	-3	10%	12%	11%	-2%	.
CCCN(CC(=O)Nc1ccccc1OC)C(=O)c1cc(S(=O)(=O)NCc2ccccc2)ccc1C	-2%	4%	-12%	0%	-3	-10	4%	-3%	?	0%	-26%
CC(=O)N1CCC(C(=O)Nc2nc(-c3ccccc3)ns2)CC1	-4%	-3%	-32%	-4%	11	1	-1%	0%	?	-2%	10%
COC(=O)N1[C@H](Cc2ccccc2)C=C[C@]1(C)C(=O)O	.	3%	14%	-25%	5	10	-1%	-8%&5%	3%	-8%	-17%&-11%
CN(C)S(=O)(=O)c1cccc2nsnc12	5%	2%	12%	?	1	2	2%	0%	5%	3%	3%
CC1CCCC(C)N1CC(O)COc1ccc(Cl)cc1 (stereo unspecified)	0%	?	-4%	-6%	17	17	4%	-12%	0%	5%	2%
COc1ccccc1CNc1ccc(CNc2ncn[nH]2)cc1	-1%	0%	?	0%	-2	-4	5%	-1%	0%	-1%	15%
NC(=O)NOCc1ncc(C(F)(F)F)cc1Cl	-4%	-1%	17%	1%	-1	14	1%	-5%	-28%	2%	20%
COc1cccc2sc(N(CCCN(C)C)C(=O)C(c3ccccc3)c3ccccc3)nc12	6%	1%	-21%	-5%	-18	9	-4%	-16%	?	-14%	?
CS(=O)(=O)N(CC(=O)N1CCN(c2ccc(F)cc2)CC1)C1CCCCC1	-1%	-2%	-5%	0%	11	3	0%	0%	0%	-4%	0%
O=C(NCc1ccccn1)c1ccc(CNS(=O)(=O)c2cccc(Cl)c2)cc1	1%	-4%	-10%	.	-9	-3	5%	2%	7%	4%	3%
Cc1ccccc1-c1nnc(CS(=O)(=O)c2ccccc2)o1	-2%	-5%	2%	-8%	1	22	-1%	-3%	0%	0%[11.5 µM]	6%
Cn1c(C(=O)NCCCN2CCc3ccccc3C2)cc2c(=O)n(C)c3ccccc3c21	1%	4%	3%	-11%	7	0	-7%	-1%	2%	8%	-28%
CS(=O)(=O)N1N=C(c2ccco2)CC1c1ccc(Cl)cc1 (stereo unspecified)	-3%	7%	-2%	3%	2	5	5%	-1%	23%	5%	8%
O=C(c1cccc(S(=O)(=O)N2CCCC2)c1)N1CCCC(C(F)(F)F)C1 (stereo unspecified)	.	2%	-1%	.	-12	-5	0%	.	-2%	1%	.
NS(=O)(=O)c1ccc(NC(=S)NC(=O)c2cccc(Br)c2)cc1	8%	-2%	13%	-1%	-1	1	0%	-8%	-8%	-2%	23%
CC(C)C(=O)Nc1ccc2c(c1)C(=O)N(CCC(=O)O)C2=O	5%	-3%	-27%	10%	0	-2	2%	0%	4%	48%[activator]	11%
COC(=O)c1ccc(Oc2ccc(C(C)(C)C)cc2)c([N+](=O)[O-])c1	-2%	1%	9%	5%	-5	-24	2%	2%	0%	-2%	3%
CC1CCN(Cc2cc(=O)oc3cc4c(cc23)CCCC4)CC1	.	-2%	-11%	-7%	-2	7	2%	-5%	?	1%	.
Cn1c(Cn2c(=O)sc3ccccc32)nnc1SCC(=O)N1CCCC1	1%	0%	-9%	-3%	2	0	-3%	3%	10%	-5%	-13%
COc1cc(-c2noc(C)c2C(=O)NCCc2c[nH]c3ccccc23)cc(OC)c1OC	.	-5%	-13%	1%	-5	-9	-1%	-1%	?	4%	-6%
O=C(NC1CCCCC1)C(=S)NCc1ccccc1	-3%	-7%	3%	1%	3	-13	3%	0%	0%	-4%	-18%
CCOC(=O)C1CCN(C(=O)c2ccco2)CC1	4%	-1%	7%	7%	4	-10	9%	-5%	1%	-1%	-8%
The list goes on:
SMILES	GALK inh	Mito fusion yeast	Eya2 inh	MBNL1 CUG block	hERG WT inh	TSHR antag	USP2a inh	PKM2 activator	Chronic BCR inh	ASM inhibitor	Menin-MLL TR inh
COC(=O)c1ccc(CSc2nc3ccc(S(=O)(=O)N4CCOCC4)cc3[nH]2)cc1	0%	-2%	17%	4%	-32	-4	-4%	-6%	-5%	-24%	0%
CCN(CC)S(=O)(=O)c1ccc(C(=O)OCC(=O)NCCN2C(=O)CSC2=O)cc1	-2%	-6%	7%	-3%	10	2	0%	-18%	2%	-1%	5%
CCOc1ccc(NC(=O)CN(C)C(=O)c2n[nH]c(=O)c3ccccc23)cc1OCC	.	1%	8%	.	-9	-4	0%	.	-3%	1%	.
O=C(O)c1[nH]c2ccccc2c1-c1ccccc1	-5%	1%	15%	-4%	-3	?	0%	1%	2%	0%	10%
COc1cccc(C(C(=O)NC(C)(C)C)N(C(=O)CCC(=O)Nc2cc(C)on2)c2ccc3c(c2)OCCO3)c1OC (stereo unspecified)	-1%	5%	-6%	-6%	4	-3	3%	1%	-1%	6%	?
COc1ccccc1CNC(=O)Cc1ccc(Br)cc1	.	6%	-2%	-14%	3	10	1%	-3%	0%	5%	-2%
CC(=O)n1c(Cl)c(NC(=O)CCl)c2ccccc21	-2%	-1%	22%	-3%	-8	-6	-2%	-4%	?	2%	2%
CC1CCCN(CC(O)COCc2ccc3c(c2)OCO3)C1 (stereo unspecified)	-2%	2%	-1%	-7%	-11	3	-1%	2%	4%	7%	13%
CCOC(=O)N1CCc2c(sc3c2c(=O)n(Cc2ccccc2)c(=O)n3Cc2ccc(C)cc2)C1	.	14%	5%	-18%	3	4	0%	10%	4%	-7%	8%
CCCCN(C)C(=O)c1cc2c(s1)-c1ccccc1S(=O)(=O)C2	-2%	-1%	-8%	?	14	-4	0%	1%	?	0%	.
O=C(CN1CCN(Cc2ccccc2F)C1=O)NCc1cccnc1	-2%	-5%	5%	-6%	3	6	-1%	-6%	-15%	10%	0%
O=C1CCCN1CCCNc1ncnc2c1[nH]c1ccc(Cl)cc12	-5%	3%	-32%	-10%	-6	-2	-1%	12%	12%	-2%	-7%
CCOC(=O)CCc1c(C)nc2cc(-c3ccc(F)cc3)[nH]n2c1=O	1%	0%	5%	-2%	-2	-7	-1%	-1%	-3%	-1%	-21%
O=C(CSc1nc2ccccc2c(=O)n1C1CC1)NCc1ccccc1	-1%	5%	-43%	0%	-8	5	1%	-4%	?	3%	-9%
Nc1cccc(Oc2cnccn2)c1	5%	14%	-1%	3%	-3	4	5%	.	-1%	-1%	-2%
Nn1c(SCC(=O)Nc2c(Cl)cccc2Cl)nncc1=O	.	-8%	-12%	.	-4	19	2%	.	-14%	3%	.
CC(C)c1ccc(NC(=O)CN2CCN(C(=O)C3CCCO3)CC2)cc1 (stereo unspecified)	-5%	1%	-2%	1%	5	7	-1%	-6%	4%	2%	.
COc1ccccc1CNC(=O)COC(=O)CSc1ccc(C)c(C)c1	.	-2%	-21%	.	-11	10	-1%	.	?	1%	.
CC(C)(C)NC(=O)NC(=O)CN1CCN(c2ccccc2O)CC1	7%	7%	7%	-5%	-12	70	6%	-1%	-14%	6%	2%
O=C(Cn1cnnn1)NCCc1ccc(Cl)cc1Cl	-1%	1%	-19%	0%	23	-4	-1%	-5%	-17%	2%	0%
Cc1ccc(OCC(=O)NC2CCS(=O)(=O)C2)cc1 (stereo unspecified)	1%	-1%	22%	7%	-14	3	3%	4%	8%	2%	4%
O=C(Oc1ccc2c(c1)OCO2)c1cccs1	-2%	1%	-2%	-3%	-7	-6	-1%	-1%	8%	1%	22%
CCC(Cc1ccccc1)NC(=O)CCn1cccc1 (stereo unspecified)	-2%	3%	10%	-3%	-1	4	4%	-5%	?	3%	.
